Assay outcomes deposited in PubChem by several laboratories.
TLR9-MyD88 inh = inhibitors of human TLR9-MyD88 binding; CHO BLA complementation TLR9-MyD88, CCF4 FRET ratio; inhibition, % at 4.98 µM; actives 0.21% (n = 340,000); Q9NR96+Q99836;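 active means inhibition above the mean over all tested compounds plus 3 SD, cut at about 21% in these data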;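 further: 0% = DMSO only wells and 100% = clavulanate BLA inhibitor control wells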
Target sequence (Q99836 whole entry, looked up): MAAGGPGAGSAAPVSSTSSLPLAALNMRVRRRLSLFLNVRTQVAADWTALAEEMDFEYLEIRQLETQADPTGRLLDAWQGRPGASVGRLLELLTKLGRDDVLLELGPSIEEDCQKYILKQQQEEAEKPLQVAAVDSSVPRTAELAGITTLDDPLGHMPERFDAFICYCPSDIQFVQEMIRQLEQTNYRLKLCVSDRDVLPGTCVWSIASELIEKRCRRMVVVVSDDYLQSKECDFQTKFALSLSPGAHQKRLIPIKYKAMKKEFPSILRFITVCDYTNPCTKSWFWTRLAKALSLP
Target sequence (Q9NR96 whole entry, looked up): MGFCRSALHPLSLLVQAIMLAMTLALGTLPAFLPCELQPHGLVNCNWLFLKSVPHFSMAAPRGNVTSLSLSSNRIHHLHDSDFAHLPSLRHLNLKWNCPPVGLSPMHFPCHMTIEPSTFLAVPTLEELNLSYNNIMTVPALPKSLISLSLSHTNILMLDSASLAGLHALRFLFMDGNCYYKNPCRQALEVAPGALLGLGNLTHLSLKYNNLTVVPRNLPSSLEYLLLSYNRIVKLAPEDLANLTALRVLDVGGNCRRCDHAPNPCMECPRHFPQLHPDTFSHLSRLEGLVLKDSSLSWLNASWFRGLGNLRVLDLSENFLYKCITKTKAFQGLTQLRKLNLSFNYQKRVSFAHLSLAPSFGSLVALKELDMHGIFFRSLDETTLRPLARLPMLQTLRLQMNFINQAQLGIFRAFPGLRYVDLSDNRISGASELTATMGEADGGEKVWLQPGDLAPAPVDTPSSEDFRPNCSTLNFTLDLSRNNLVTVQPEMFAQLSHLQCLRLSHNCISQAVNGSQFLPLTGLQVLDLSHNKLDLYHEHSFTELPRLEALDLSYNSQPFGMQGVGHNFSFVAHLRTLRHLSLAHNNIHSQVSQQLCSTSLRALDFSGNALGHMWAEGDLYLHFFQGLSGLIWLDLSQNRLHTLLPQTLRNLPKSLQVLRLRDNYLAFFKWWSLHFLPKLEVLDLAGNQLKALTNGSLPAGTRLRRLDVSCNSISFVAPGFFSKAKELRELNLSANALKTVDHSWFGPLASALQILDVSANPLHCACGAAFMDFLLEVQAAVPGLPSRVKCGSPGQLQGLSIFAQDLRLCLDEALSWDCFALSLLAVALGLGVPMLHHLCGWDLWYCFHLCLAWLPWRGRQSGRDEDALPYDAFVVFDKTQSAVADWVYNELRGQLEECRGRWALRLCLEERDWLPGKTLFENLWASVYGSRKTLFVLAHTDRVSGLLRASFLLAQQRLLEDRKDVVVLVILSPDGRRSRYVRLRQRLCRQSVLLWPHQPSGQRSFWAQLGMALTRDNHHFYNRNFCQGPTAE
NCOA3 inh = inhibits human SRC3 coactivator; HEK293 GAL4-SRC3 luciferase reporter, luminescence; AID 588352; Q9Y6Q9; inhibition, % at 3.6 µM; actives 0.17% (n = 360,000);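 active means inhibition above a per-campaign cutoff, the mean of all compounds plus 3 SD, cut at about 60% in these data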;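 further: 0% = DMSO-treated cells and 100% = gossypol-treated cells at 36 µM; higher means less SRC3-driven luciferase light from the GAL4 reporter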
MC4R antagonist = human MC4R antagonism in cAMP assay | P32245 | MC4R-expressing cells, MTII-stimulated cAMP, LANCE TR-FRET | inhibition, % at 6.5 µM | actives 0.48% (n = 360,000) | AID 540295;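 active means inhibition above its plate's cutoff, the mean of tested wells on that plate plus 3 SD, cut at about 29% in these data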;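 further: 0% = Melanotan II alone and 100% = Melanotan II plus saturating MCL0020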
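Material – human MC4R-expressing U2OS cells · Repeats – no replicates · Detection – TR-FRET with Eu-cAMP and labeled anti-cAMP, 671 nm · Times – compound 30 min, challenge 1 h, detection 1 h · Compound – single nominal compound dose of 6.5 µM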
SRC1 inh = human NCOA1 inhibition; HEK293 GAL4-SRC1 luciferase reporter, luminescence; actives 0.12% (n = 360,000); inhibition, % at 3.6 µM; Q15788;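 active means inhibition above the campaign mean plus 3 SD, with each screening campaign given its own cutoff, cut at about 60% in these data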;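 further: 0% = DMSO treated cells and 100% = gossypol at 36 µM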
EBV LMP1 NFkB = reduces LMP1-driven NF-kappaB luciferase signal. LMP1-induced NF-kappaB luciferase reporter cells, luminescence. inhibition, % at 12.5 µM. actives 0.69% (n = 350,000). AID 504558; in the data active means inhibition above about 41%;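 further: 0% = neutral control wells and 100% = reference inhibitor control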
NOD2-RIPK2 inh = inhibitors of human NOD2-RIPK2 interaction. inhibition, % at 4.98 µM. actives 0.38% (n = 360,000). CHO BLA complementation NOD2-RIPK2, CCF4 ratio. O43353; in the data active means inhibition above about 21%;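 further: 0% = vehicle only and 100% = reference blocker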
NR5A2 inv ag = NR5A2 inverse agonism in reporter assay; O00482; HEK293T StAR-luciferase reporter, LRH-1 transfected, 24 h; inhibition, % at 3.6 µM; actives 0.13% (n = 360,000); AID 602396;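 active means inhibition above the mean inhibition of all tested compounds plus 3 SD, cut at about 73% in these data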;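 further: 0% = DMSO wells and 100% = reporter-only cells lacking LRH-1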
NCOA2 inhibitor = inhibits human steroid receptor coactivator 2. AID 651957. inhibition, % at 9 µM. Q15596. actives 0.17% (n = 370,000). HEK293 GAL4-SRC2 luciferase reporter, luminescence;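 active means inhibition above the mean inhibition of all tested compounds plus 3 SD, set per campaign, cut at about 52% in these data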;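 further: 0% = DMSO treated cells and 100% = cells given Gossypol at 36 µM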
NR2F2 inh = blocks human COUP-TFII nuclear receptor; P24468; HEK293T NGFI-A luciferase reporter, luminescence; inhibition, % at 8.6 µM; actives 0.7% (n = 370,000); AID 686940;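 active means inhibition above a per-plate cutoff, mean inhibition of test wells between control levels plus 3 SD, cut at about 38% in these data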;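 further: cells cotransfected with COUP-TFII expression vector driving the NGFI-A reporter; 0% = median of COUP-TF2 test wells and 100% = reporter-only cells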
ABHD5 PLIN5 PPI = inhibitors of human ABHD5-perilipin-5 interaction; Q00G26+Q8WTS1; Split G. princeps luciferase complementation, luminescence, 4 h; inhibition, % at 4 µM; actives 0.78% (n = 360,000); AID 602281;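 active means inhibition above the mean inhibition across every tested compound plus 3 SD, cut at about 22% in these data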;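 further: 0% = DMSO only wells and the 100% control is not disclosed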
MC4R barr agon = activates human MC4R beta-arrestin recruitment; P32245; U2OS MC4R beta-arrestin complementation, luminescence; percent of melanotan II response, DMSO zero; activation, % at 8.9 µM; actives 0.98% (n = 360,000); AID 540308;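 active means activation above a per-plate cutoff, the mean activation of sample wells on that plate plus 3 SD, cut at about 8% in these data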
Numbers without * were called inactive; . = not tested or not shown. This is a subset, so the mix of outcomes need not match the whole.

SMILES	TLR9-MyD88 inh	NCOA3 inh	MC4R antagonist	SRC1 inh	EBV LMP1 NFkB	NOD2-RIPK2 inh	NR5A2 inv ag	NCOA2 inhibitor	NR2F2 inh	ABHD5 PLIN5 PPI	MC4R barr agon
COc1cc(C(=O)NCC(=O)NCCSc2ccc(Br)cc2)cc(OC)c1OC	-3.8	1.0	26.9	-5.8	-1.8	-2.9	-16.4	-14.4	10.1	0.8	-1.6
C=CCn1c(SCC(=O)N2CCN(C(=O)c3ccco3)CC2)nc2sc(CC)cc2c1=O	8.6	-6.7	-2.2	8.7	-9.5	4.9	19.4	-34.2	8.8	10.8	0.3
COc1cc(/C=C/c2ccc3cccc(O)c3n2)c(Br)cc1O	19.4	-10.2	17.5	-26.5	10.6	20.3	5.0	-37.7	-9.9	-9.0	2.3
Oc1ccccc1-c1nc(NCc2ccco2)c2ccccc2n1	7.6	-20.2	-5.5	-19.7	-3.6	-1.8	10.9	-30.3	-11.1	13.9	13.1*
O=c1[nH]c(S)c(/C=C2\C=Nc3ccccc32)s1	.	9.9	-5.8	1.7	.	-18.5	1.0	-0.6	5.4	-6.0	-1.0
O=C(Nc1cccc2ccccc12)c1[nH]c(-c2ccccc2)c2c1C(=O)N(C1CC1)C2=O	.	15.0	.	-2.0	.	3.5	-4.1	-25.2	-11.1	-2.4	.
Cc1cccc(C)c1NC(=O)c1cccc(COc2cc(Cl)ccc2Cl)c1	-6.7	-1.9	-4.2	-36.8	-27.3	-12.6	-72.7	-14.4	-34.9	6.5	12.5*
Cc1ccc(CNC(=O)c2ccccc2NC(=O)CSc2nnnn2C)cc1	-7.0	-9.2	4.6	-21.1	-5.7	0.8	-3.9	-3.3	8.4	0.7	-0.5
CSc1nsc(SCc2ccc(Cl)cc2)n1	6.4	-5.6	3.0	0.7	-0.4	-10.2	30.2	13.6	-25.7	-2.5	0.6
COc1cc(/C(C)=N/NC(=O)Cc2c(C)[nH][nH]c2=O)ccc1O	-4.2	8.6	12.0	-10.7	-2.6	2.1	-1.0	-16.5	-6.4	0.3	-1.3
COc1c(C)cc(Br)cc1C(=O)NC(=S)Nc1ccc(Cl)c(C(=O)O)c1	18.5	-14.1	13.2	-15.7	5.2	-17.8	10.7	-11.6	-1.3	-3.1	1.4
COc1ccc(C2C3=C(CC(C)(C)CC3=O)Oc3ncn4nc(-c5ccccc5)nc4c32)cc1 (stereo unspecified)	-7.7	-1.7	22.7	10.2	1.4	10.1	-4.4	9.2	6.0	-8.9	0.3
Cc1cccc(C)c1NC(=O)CN1CCN(C(=O)C2CCC2)CC1	-0.2	-9.9	5.1	3.8	-0.9	-5.0	14.2	-24.6	-7.7	-0.5	2.1
N#CC1=C(C2CC2)CC(c2ccccc2)C(C#N)=C1N (stereo unspecified)	-6.8	19.2	-3.1	1.1	-4.3	0.0	23.3	-17.3	-8.0	-4.5	-2.1
Cc1cc(=O)oc2cc(OCC(=O)OCC(=O)Nc3ccccc3Br)ccc12	-6.9	15.7	0.1	-6.1	-7.0	-5.0	11.1	-18.2	54.7*	-1.2	-1.8
COC(=O)c1c(NC(=O)COc2ccc(Cl)cc2)sc2c1CC(C)(C)NC2(C)C	3.5	-9.6	-4.0	3.2	-128.1	7.5	-5.3	-11.0	0.5	4.6	-2.8
CC(=O)Nc1ccc(NC(=O)CSc2ccc(-c3ccc4c(c3)OCO4)nn2)cc1	0.2	-17.0	7.7	-55.8	-13.3	-5.0	5.3	-6.0	-17.8	-2.0	0.9
COc1cc2oc(=O)cc(CN3CCN(c4ccc(Cl)c(Cl)c4)CC3)c2cc1Cl	.	-10.4	.	-0.4	.	-2.9	-26.7	-36.2	-15.9	14.9	.
CC(C)[C@H](NS(=O)(=O)c1ccccc1)C(=O)Nc1ccccc1N1CCOCC1	-1.3	8.2	11.9	-6.5	0.7	-11.9	7.3	-14.6	4.4	4.8	-4.4
CC(=O)Nn1cc2c(=O)n(C)c(=O)n(C)c2c1	5.0	-4.0	17.9	-0.6	-7.9	1.6	-0.3	-15.8	8.4	0.8	-0.8
Cc1ccc(S(=O)(=O)N2CCOCC2)cc1C(=O)NC1=NCCS1	4.9	-10.7	8.8	-6.0	2.8	-3.9	2.6	8.2	-6.4	-4.0	-1.8
CCN(CC)C(=O)c1cn(CCC#N)nc1-c1ccc(F)cc1	-10.1	-7.0	3.9	-13.8	-3.6	9.7	-6.5	-2.8	-20.0	-4.3	-0.4
CC(=O)N1CCc2c(sc(NC(=O)C3CCCCC3)c2C(N)=O)C1	10.7	-3.8	8.4	1.8	-19.1	0.4	19.3	-34.0	-7.0	10.9	-0.4
CCOc1cc(CNCc2ccccn2)ccc1OCC(=O)NC1CCCCC1	-5.7	1.4	1.7	6.0	-1.3	1.9	23.6	-1.3	0.9	2.2	-0.8
COc1ccc(CCNC(=O)CN(C)S(=O)(=O)c2ccc3c(c2)CCC(=O)N3)cc1OC	-14.9	-3.4	8.0	-9.5	0.8	-4.0	1.1	-5.8	7.0	5.9	1.8

Following part.
SMILES	TLR9-MyD88 inh	NCOA3 inh	MC4R antagonist	SRC1 inh	EBV LMP1 NFkB	NOD2-RIPK2 inh	NR5A2 inv ag	NCOA2 inhibitor	NR2F2 inh	ABHD5 PLIN5 PPI	MC4R barr agon
COc1cc(NS(=O)(=O)c2ccc(OC)c(OC)c2)cc(OC)c1	5.8	5.4	14.2	-3.3	5.6	-12.5	19.9	4.7	1.5	-3.9	-0.8
CC(C)n1c(C(=O)OCC(=O)NCc2ccc3c(c2)OCO3)cc2occc21	-5.4	14.0	-21.1	-3.2	5.5	-10.2	-9.0	12.0	-14.6	4.5	3.4
Cc1cc(C(=O)CSc2nnc3ccccn23)c(C)n1-c1ccccc1	2.9	66.0*	12.6	58.6	81.3*	-15.7	58.3	45.7	40.4*	-4.1	1.4
COc1ccc(Cl)cc1NC(=O)c1ccc2c(SCC(=O)O)c3c(nc2c1)CCCC3	-7.3	-11.5	22.4	-2.4	-3.2	-9.2	-13.4	8.4	-19.3	16.1	0.4
Cc1cc(C(F)(F)F)cc(NNC(=O)NC(=O)c2c(F)cccc2Cl)n1	1.8	15.1	2.2	6.7	-0.5	7.6	-9.7	6.9	11.8	-0.5	-3.7
COc1ccc(-c2cc(=O)oc3cc(OC(C)C(=O)NCc4ccccn4)ccc23)cc1 (stereo unspecified)	-5.4	9.3	4.3	-0.9	1.3	-4.8	24.7	-28.2	8.1	0.9	-1.2
NC(=O)CS(=O)(=O)c1nc2ccccc2n1Cc1ccccc1F	4.6	16.8	0.4	6.9	6.6	11.0	-8.6	22.9	-7.4	-0.8	-2.0
O=C(O)/C=C/c1ccc(S(=O)(=O)N2CCCCCC2)cc1	-16.4	-3.2	13.1	-11.1	-8.2	-2.9	-6.0	-26.1	2.6	1.6	0.2
O=C(NCc1cccnc1)c1ccc2c(c1)OCO2	-0.8	1.1	6.8	6.4	5.9	7.5	7.1	1.5	-3.9	-2.5	-1.2
Cc1nc(-c2ccccn2)nc(SCC(=O)c2ccccc2)c1Cl	.	11.9	3.2	-0.7	-5.0	-3.5	-6.7	1.8	-4.3	7.8	1.8
O=C(NCc1cccc(F)c1)c1cccc2c1C(=O)c1ccc(N3CCOCC3)cc1S2(=O)=O	-0.7	-15.8	16.3	-4.1	-6.5	-2.3	-3.9	-4.3	15.1	25.3*	-1.9
CCc1ccc(-c2cc(C)no2)cc1S(=O)(=O)N1CCN(c2ccccc2)CC1	-10.2	-1.0	-0.2	-13.1	15.2	0.7	17.6	3.4	17.1	-3.8	-2.5
COc1ccccc1OCCCCN1CCC(C)CC1	-5.1	12.7	-0.3	-4.1	-10.5	-9.8	-5.3	-12.1	8.8	-3.4	-1.6
CN(C)c1ccc(CNn2cnnc2SCc2ccccc2F)cc1	-4.4	-26.6	0.3	-39.9	-15.4	0.6	-7.0	-46.6	-19.1	1.9	-1.3
CCOC(=O)C1CCCN(C(=O)c2ccc(Cl)c(S(=O)(=O)N3CCCCC3)c2)C1 (stereo unspecified)	2.2	7.5	4.5	7.5	5.9	1.0	23.8	-16.3	2.8	-3.6	-0.1
O=c1cc(O)c2sc3nc4c(c(C(F)(F)F)c3c2[nH]1)CCCCC4	0.0	12.5	8.0	-4.9	2.4	-9.4	-3.1	16.9	-2.6	-4.5	-1.6
CCC(=O)N(c1nnc(SCC(=O)Nc2ccc(N3CCOCC3)cc2)s1)C1CC1	7.6	8.4	5.2	2.2	3.9	3.4	7.9	-3.7	-12.5	7.0	0.1
CC(=O)Nc1ccc(Nc2nc(C)c([N+](=O)[O-])c(Nc3ccccc3)n2)cc1	-4.4	20.2	4.8	14.6	31.5	4.2	13.5	20.3	22.2	3.6	-2.0
O=C1CCC(C(=O)N2CCCC(N3CCN(c4cccc(C(F)(F)F)c4)CC3)C2)=NN1 (stereo unspecified)	6.4	-4.7	10.1	-11.7	3.8	-1.0	-20.1	-17.2	-18.6	-3.9	-1.9
CCn1c(CCC(=O)O)nc2cc(S(=O)(=O)N(C)C)ccc21	0.6	2.2	14.4	3.4	-14.7	-2.3	-4.7	8.5	-29.5	-4.7	-0.5
c1ccc(COc2ncnc3c2ncn3CCCNCC(c2ccccc2)c2ccccc2)cc1	10.1	-13.8	5.6	-11.4	-59.7	10.5	3.8	22.1	9.0	2.0	12.8*
Cc1cccc(NC(=O)CCN2CCN(C/C=C/c3ccccc3)CC2)c1	-0.3	21.9	2.5	1.8	-16.0	-7.2	8.5	18.1	21.8	5.4	-2.3
COc1ccc(S(=O)(=O)N2CCOC2CNC(=O)C(=O)NCCN2CCOCC2)cc1C (stereo unspecified)	-1.7	-13.4	2.9	2.1	0.0	-1.1	-8.8	-24.3	6.0	-0.4	-2.5
COc1ccc(-c2ccoc2)cc1[C@H]1[C@H]2C=CC[C@@H](C)[C@@H]2C(=O)N1Cc1ccccc1	-4.9	-0.1	0.6	-3.4	0.3	-0.7	8.4	16.0	0.4	8.2	-0.1
CC(C(=O)NCCCn1ccnc1)(c1ccccc1)c1ccccc1	-9.9	-9.8	20.5	-19.7	-7.5	-8.1	4.3	-3.0	7.7	3.8	0.5
Cc1cc(Nc2ccccc2)nn1C(=O)c1ccc(Cl)cc1	1.5	-23.5	2.2	-5.9	-21.6	-1.8	6.4	-1.0	14.3	2.8	1.7
Cc1sc2nc(CN3CCCCC3)nc(Nc3ccc4c(c3)OCCO4)c2c1C	-1.6	19.2	-3.1	8.4	6.9	7.7	18.9	-87.0	1.8	-5.3	-0.8
O=C(Nc1ccccc1)c1sccc1Oc1ccc([N+](=O)[O-])cc1F	-13.5	7.6	5.6	-37.4	-5.6	5.8	22.5	-0.5	-0.5	-2.0	0.0
